# Bioassay records (PubChem)
# KCNQ2 inh = KCNQ2 potassium channel inhibitors, primary screen, cell-based, CHO-K1, FluxOR thallium flux, B-score (AID 2156); O88943; 20 min; hits give low values; B-score at 10 µM; 1.1% of 310,000 active;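 active means fluorescence ratio B-score at most minus 3 library SDs, with starting brightness B-score within 2 library SDs, cut at about -5.5 in these data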
# Target sequence (O88943 whole entry, looked up): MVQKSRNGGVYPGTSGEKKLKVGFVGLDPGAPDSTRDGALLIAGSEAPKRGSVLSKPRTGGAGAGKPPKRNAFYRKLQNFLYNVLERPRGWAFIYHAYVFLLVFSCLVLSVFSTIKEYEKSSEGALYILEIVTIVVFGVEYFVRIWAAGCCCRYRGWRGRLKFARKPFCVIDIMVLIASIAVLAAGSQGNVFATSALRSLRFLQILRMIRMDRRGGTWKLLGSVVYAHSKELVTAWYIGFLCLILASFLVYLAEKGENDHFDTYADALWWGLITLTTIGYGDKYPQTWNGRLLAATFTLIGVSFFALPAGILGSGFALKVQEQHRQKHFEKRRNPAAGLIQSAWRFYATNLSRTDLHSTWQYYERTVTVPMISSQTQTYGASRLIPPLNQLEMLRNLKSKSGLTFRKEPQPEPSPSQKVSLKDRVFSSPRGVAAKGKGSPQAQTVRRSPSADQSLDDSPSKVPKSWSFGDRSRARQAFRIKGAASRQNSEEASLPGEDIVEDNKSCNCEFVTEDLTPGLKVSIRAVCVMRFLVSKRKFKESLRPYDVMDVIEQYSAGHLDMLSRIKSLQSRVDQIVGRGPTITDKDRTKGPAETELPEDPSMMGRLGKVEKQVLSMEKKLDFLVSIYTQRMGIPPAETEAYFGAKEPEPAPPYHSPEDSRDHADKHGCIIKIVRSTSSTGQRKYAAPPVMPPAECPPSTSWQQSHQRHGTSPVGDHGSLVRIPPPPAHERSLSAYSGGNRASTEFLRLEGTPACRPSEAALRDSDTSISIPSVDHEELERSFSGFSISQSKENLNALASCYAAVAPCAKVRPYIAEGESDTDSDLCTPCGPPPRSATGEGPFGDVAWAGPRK
# Kir21 block = Kir2.1 (mouse) channel inhibition | AID 1672 | P35561 | HEK293-Kir2.1, FluxOR thallium flux fluorescence; hits give low values | 0.85% of 310,000 active | B-score at 10 µM;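 active means fluorescence ratio B-score at or below minus 3 SD of library scores, with starting-brightness B-score within 2 SD, cut at about -4.2 in these data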;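 further: channel flux triggered by added potassium and thallium sulfate stimulus; B-score of peak minus minimum fluorescence over baseline after thallium stimulus; more negative B-score means stronger Kir2.1 block with less thallium influx; some compounds called inactive have numbers as strong as hits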
# Active calls of the source: *; i = inactive. No enrichment for hits; any-hit rate near 1.8%.
SMILES | KCNQ2 inh | Kir21 block
O=C(O)CNC(=O)c1ccc(NC(=O)/C(=C/c2ccccc2)NC(=O)c2ccccc2)cc1 | i | -0.46
Cc1cc([N+](=O)[O-])nn1Cc1noc(C(=O)NCCCn2ccnc2)n1 | i | -0.49
CC1(CCC(=O)N2CCCC(N3CCN(c4ccc(F)cc4)CC3)C2)CC1 (stereo unspecified) | i | -0.48
O=C(NCCO)C1CCN(S(=O)(=O)c2ccc(F)cc2)CC1 | i | 1.1
O=[N+]([O-])c1ccc(CN2CCN(c3ccccc3)CC2)o1 | i | -0.54
CCN(c1cccc(C)c1)C(C(=O)Nc1ccc(OC)cc1)c1cc2c(cc1[N+](=O)[O-])OCO2 (stereo unspecified) | i | 1.4
Cc1ccccc1C1NS(=O)(=O)N=C1N (stereo unspecified) | i | 1
CC1Cc2ccccc2N1C(=S)Nc1cccc(S(=O)(=O)N(C)C)c1 (stereo unspecified) | i | 0.1
CC(C)NC(=O)C1CCN(C2CCN(C(=O)/C=C/c3cccs3)CC2)CC1 | i | -0.47
O=C1c2[nH]nc(-c3ccccc3O)c2C(c2ccccc2F)N1Cc1ccco1 (stereo unspecified) | i | -1.2

# Next records follow.
SMILES | KCNQ2 inh | Kir21 block
Cc1cccc2sc(NC(=O)[C@@H]3CCCN3C(=O)c3cccs3)nc12 | i | -0.82
COc1ccccc1C(=O)Nc1ccc(Oc2ncnc3sc(-c4ccccc4)cc23)cc1 | i | 0.1
Cc1ccc(NC(=O)CN(C)S(=O)(=O)c2cccc3cccnc23)cc1F | i | 0.29
CN(C(=O)c1ccc(S(=O)(=O)N2CCCC2)cc1)C1CCS(=O)(=O)C1 (stereo unspecified) | i | -0.45
CCCC(c1nnnn1CS(=O)(=O)c1ccc(C)cc1)N1CCN(c2ccc(F)cc2)CC1 (stereo unspecified) | i | -0.58
Cc1ccc(C(C(=O)NC(C)(C)C)N(C(=O)CCC(=O)Nc2ccccn2)c2ccccc2F)cc1 (stereo unspecified) | i | 0.11
COc1ccc(C(=O)NC2CC(C)(C)Cc3c2cnn3-c2ccccc2C)c(OC)c1OC (stereo unspecified) | i | -0.3
CC(=O)c1cccc(NC(=O)CCCN(C)S(=O)(=O)c2ccc(F)cc2)c1 | i | 1.6
CCOC(=O)N1CCN(S(=O)(=O)c2ccc(C(=O)N(CCN(CC)CC)c3nc4c(C)cccc4s3)cc2)CC1 | i | -0.75
S=c1[nH]nc(-c2cccs2)n1/N=C/c1cccs1 | i | 1.7

# Going on with the list:
SMILES | KCNQ2 inh | Kir21 block
CCOc1ccc(S(=O)(=O)N2CCN(C(=O)c3ccco3)CC2)cc1 | i | -0.06
COC(=O)c1sccc1NC(=O)c1ccc(OC)c(OC)c1 | i | 0.01
CCN(CC(=O)Nc1cc(Cl)ccc1C)C(=O)CCS(=O)(=O)c1ccc(Cl)cc1 | i | 1.2
CCOCC(=O)Nc1ccc(-c2cn3cccnc3n2)cc1 | i | 2.1
CCCN(CC1COc2ccccc2O1)C(=S)Nc1ccc(C)cc1 (stereo unspecified) | i | -0.76
Cc1ccc(S(=O)(=O)N/N=C/c2ccc(OCC(=O)Nc3ccccc3Cl)cc2)cc1 | i | 0.78
COc1ccc(S(=O)(=O)N2CCCC(C(=O)NCc3ccncc3)C2)cc1 (stereo unspecified) | i | 0.57
CC1CN(/C(=N\S(=O)(=O)c2ccccc2)c2ccccc2)CC(C)O1 (stereo unspecified) | i | -0.82
Nc1sc(-c2ccccc2)c(Cc2ccccc2)c1C(=O)O | i | -1.5
CC(=O)Oc1ccc(/C=C/c2nc3ccccc3c(=O)o2)cc1 | i | 0.48

# Additional records
SMILES | KCNQ2 inh | Kir21 block
CCN(CC)C(=O)CSc1nc(C)cc(C)c1C#N | i | -0.09
O=C(/C=C/c1ccc2c(c1)OCO2)Nc1nc2ccc(F)cc2s1 | i | -1.1
Cc1nc2sc(C(c3ccco3)N3CCN(c4ccccc4)CC3)c(O)n2n1 (stereo unspecified) | i | -1.3
Cc1cc(C)n2nc(C(=O)OCC(=O)N(C)CC(=O)Nc3ccccc3Cl)nc2n1 | i | -0.87
O=C(NCCN1C(=O)S/C(=C/c2cccnc2)C1=O)C1CC(=O)N(Cc2ccccc2)C1 (stereo unspecified) | i | 0.36
Cn1nc(-c2ccc(N3CCN(CCO)CC3)c([N+](=O)[O-])c2)c2ccccc2c1=O | i | -1.1
CC(=O)c1ccc(NC(=S)Nc2cccc(S(=O)(=O)Nc3c(C)n(C)n(-c4ccccc4)c3=O)c2)cc1 | i | -0.04
CCOC(=O)c1cc2n(n1)C(C(F)(F)C(F)(F)F)CC(C)N2 (stereo unspecified) | i | -0.87
Cc1ccc(CCNC(=O)C2CCCN(c3nc4ccccc4o3)C2)cc1 (stereo unspecified) | i | 0.15
CCN(CC)C(=O)n1c(Cc2ccccc2)nc2ccccc21 | i | 0.01

# The list continues.
SMILES | KCNQ2 inh | Kir21 block
CCOc1ccc(S(=O)(=O)N2CCOCC2)cc1NC(=O)CN1C(=O)NC(C)(c2ccccc2)C1=O (stereo unspecified) | i | 0.35
COc1ccc(N(Cc2cc3ccc(C)cc3[nH]c2=O)C(=O)C2CCCO2)cc1 (stereo unspecified) | i | -0.84
O=C(NC(Cc1c[nH]c2ccccc12)c1nnc2n1CCCCC2)c1cccs1 (stereo unspecified) | i | 0.17
CCN(CC)S(=O)(=O)c1ccc(C)c(NC(=O)CNc2cccc(S(=O)(=O)N3CCOCC3)c2)c1 | i | 1.1
COC(=O)c1ccc(NC(=O)c2ccco2)cc1 | i | 0.22
COc1ccccc1Nc1nc(=O)[nH]nc1C | i | -0.62
COc1cc(S(=O)(=O)N(Cc2cccnc2)Cc2ccco2)ccc1-n1cnnn1 | i | -0.32
O=[N+]([O-])c1cccc(/C=N/NC2CCS(=O)(=O)C2)c1 (stereo unspecified) | i | -0.51
Cc1nc(-c2coc3cc(OCC(=O)O)ccc3c2=O)cs1 | i | -1.3
Cc1c(C(=O)N2CCCC2)c(S(=O)(=O)N2CCN(c3ccccc3F)CC2)c(C)n1C | i | 0.69

# Remaining list, next part.
SMILES | KCNQ2 inh | Kir21 block
Cn1cccc1C(=O)NCCc1ccccc1 | i | -0.46
CCN1CCN(CCNC(=O)CCCn2nc(C)c3c(C)n(-c4ccc(C)cc4)nc3c2=O)CC1 | i | -1.9
CC(C)c1cc(-c2cc(-c3ccc(Cl)cc3)on2)nc(NCC2CC2)n1 | i | -0.25
CC(C)NC(=O)Nc1cccc(Cl)c1 | i | -1.7
C#CCN1c2ccccc2Sc2cccnc21 | i | -0.38
O=C(CC1C(=O)NCCN1Cc1ccccc1C(F)(F)F)NCCc1ccccn1 (stereo unspecified) | i | -0.88
COc1ccc(NC(=O)COC(=O)c2c3c(nc4ccccc24)CCCC3)cc1Cl | i | -0.54
O=C(Cn1sc2ccccc2c1=O)NC12CC3CC(CC(C3)C1)C2 | i | 0.4
O=C(c1ccc(F)cc1)N1CCN(c2ccc([N+](=O)[O-])c(N3CCOCC3)c2)CC1 | i | 1.1
Cc1ccc(NC(=O)CSc2ncn[nH]2)cc1 | i | -0.45

# Brought forward from above: two compounds, then new ones.
SMILES | KCNQ2 inh | Kir21 block
O=C(c1ccc(F)cc1)N1CCN(c2ccc([N+](=O)[O-])c(N3CCOCC3)c2)CC1 | i | 1.1
Cc1ccc(NC(=O)CSc2ncn[nH]2)cc1 | i | -0.45
Cc1nc2c(C(F)(F)F)cccc2c2c1CCS2 | i | 1.5
N#Cc1cc2cc3c(cc2nc1N1CCOCC1)OCO3 | i | -0.18
CC(=O)C1=C(O)C(=O)N(c2cc(C(C)(C)C)on2)C1c1ccc(C(C)C)cc1 (stereo unspecified) | i | 1.9
Nc1ccc2c(c1)C(=O)N(CCCCCC(=O)O)C2 | i | 1.3
O=S(=O)(NCCN1CCOCC1)c1ccc(Cl)s1 | i | 0.38
COc1cc(C2NC(=O)NC(C)=C2C(=O)OCc2ccccc2)ccc1O (stereo unspecified) | i | 0.34
O=C1CSC(=S)N1/N=C/c1ccc(O)c(O)c1O | i | 0.05
O=C(Cc1csc(N2CCOCC2)n1)N/N=C/c1cccc(O)c1 | i | 0.09
COc1ccc(/C=C2\COc3ccccc3C2=O)c(OC)c1 | i | 1.3
CS(=O)(=O)N(Cc1ccccc1)c1ccccc1C(=O)O | i | 1.3

# Part of the list above, set out differently.
# Screens in order – KCNQ2 inh, Kir21 block
- O=C(CC1C(=O)NCCN1Cc1ccccc1C(F)(F)F)NCCc1ccccn1 (stereo unspecified)
→ i, -0.88
- COc1ccc(NC(=O)COC(=O)c2c3c(nc4ccccc24)CCCC3)cc1Cl
→ i, -0.54

# Following part
SMILES | KCNQ2 inh | Kir21 block
O=S(=O)(c1cccs1)N1CCC2(CC1)OCCN2S(=O)(=O)c1ccccc1 | i | 1
C=CCNC(=O)c1ccccc1NS(=O)(=O)c1ccc(OC)c(C(=O)N2CCOCC2)c1 | i | 1.2
O=C(CSc1nc(-c2ccccc2)cc(=O)[nH]1)Nc1ccc(F)c(F)c1 | i | -1.1
Cc1ccc(NC(=S)N(N)CCO)cc1 | i | -0.93
CCOC(=O)CN(Cc1sccc1C)C(=O)Nc1ccc(OCC)cc1 | i | 1.1
CCn1cc(C(=O)Nc2ccc3c(c2)OCCO3)c2cc(OC)c(OC)cc2c1=O | i | 0.12
COc1ccc(OCC(O)CNC(=O)c2c(-c3ccccc3)noc2C)cc1 (stereo unspecified) | i | -0.1
Nc1nc(SCc2nc3scc(-c4cccs4)c3c(=O)[nH]2)n[nH]1 | i | 0.32
COc1ccc2c(c1)C(C)=CC(C)(C)N2C(=O)C(C)N1C(=O)c2ccccc2C1=O (stereo unspecified) | i | 0.66
Cc1cccc(-c2noc(CNS(=O)(=O)c3ccccc3)n2)c1 | i | -0.24

# (more compounds)
SMILES | KCNQ2 inh | Kir21 block
COc1c(C)cc(Br)cc1C(=O)NCc1cccnc1 | i | 0.74
Cc1ccc(-c2nn(-c3ccccc3)cc2C(=O)NCCCN2CCCC2=O)cc1 | i | -0.8
O=C(CNC(=O)Cc1cccc2ccccc12)NCc1ccccc1F | i | -1.6
COc1ccc(-c2cnnc(N/N=C/c3ccc(O)c(OC)c3)n2)cc1 | i | 1.8
O=C(N/N=C/C(Cl)=C/c1ccc([N+](=O)[O-])cc1)C(=O)Nc1cccc(C(=O)O)c1 | i | 0.15
Cn1c(=O)c2c(nc(N3CCOCC3)n2CCSc2ncccn2)n(C)c1=O | i | 0.37
N#C/C(=C/c1ccccc1)c1nn(CCO)c(N)c1C#N | i | 0.49
Cc1cc(C)cc(NCCC#N)c1 | i | 1.3
N#Cc1c(NCCO)nc(NCc2ccccc2)c2c1CCN(Cc1ccccc1)C2 | i | 0.05
CCOC(=O)CNC(=O)Cn1cnc2c(nnn2-c2ccc(C)cc2)c1=O | i | 0.54

# The final 5 records of the section before lead into the next:
SMILES | KCNQ2 inh | Kir21 block
Cn1c(=O)c2c(nc(N3CCOCC3)n2CCSc2ncccn2)n(C)c1=O | i | 0.37
N#C/C(=C/c1ccccc1)c1nn(CCO)c(N)c1C#N | i | 0.49
Cc1cc(C)cc(NCCC#N)c1 | i | 1.3
N#Cc1c(NCCO)nc(NCc2ccccc2)c2c1CCN(Cc1ccccc1)C2 | i | 0.05
CCOC(=O)CNC(=O)Cn1cnc2c(nnn2-c2ccc(C)cc2)c1=O | i | 0.54
Cc1ccc(NC(=O)CCNS(=O)(=O)c2ccc(Br)cc2)cc1S(=O)(=O)N1CCOCC1 | i | -1.4
O=C(NCc1n[nH]c(=S)n1-c1ccccc1)c1ccc(S(=O)(=O)N2CCOCC2)cc1 | i | 0.03
COc1ccc2c(C)nc(N/C(N)=N/S(=O)(=O)c3ccc(C)cc3)nc2c1 | i | -0.91
CCc1ccccc1N(C(=O)c1ccco1)C(C(=O)NC1CCCC1)c1cccnc1 (stereo unspecified) | i | -0.29
COc1ccc(NS(=O)(=O)c2ccc3c(c2)NC(=O)C(C)S3)cc1 (stereo unspecified) | i | -0.73
Cc1cccc(NC(=O)CSc2nc3[nH]ncc3c(=O)n2-c2ccccc2)c1 | i | -0.92
COc1ccc(/C=N/N=C2/NC(=O)C(CC(=O)O)S2)cc1OCc1ccc(Cl)cc1Cl (stereo unspecified) | i | -0.8
CC(C)c1ccc(NC2CCCN(C(=O)c3ccnc(Cl)c3)C2)cc1 (stereo unspecified) | i | 0.77
CC1CCCCC1NC(=O)CN1C(=O)NC(C)(c2ccc(OC(F)F)cc2)C1=O (stereo unspecified) | i | -0.1
N#C/C(=C\c1c(Cl)cccc1Cl)c1nc2ccccc2[nH]1 | i | -1

# (next part)
SMILES | KCNQ2 inh | Kir21 block
Cc1cc(C)nc(N2CCC(C(=O)Nc3ccc4c(c3)CCC4)CC2)n1 | i | 1.3
Cc1cccc2sc(NC(=O)c3ccc(OCC4CCCO4)cc3)nc12 (stereo unspecified) | i | 0.25
N#Cc1cccc(-n2nnnc2-c2ccc3c(c2)OCO3)c1 | i | 0.83
COCCNC(=O)C(c1ccco1)N(C(=O)Cn1nnc2ccccc21)c1ccc(C)cc1C (stereo unspecified) | i | -0.03
CCCC(=O)Nc1cccc(NC(=S)NC(=O)C(C)Oc2ccc(Cl)cc2Cl)c1 (stereo unspecified) | i | -0.88
O=C1/C(=C/c2ccc([N+](=O)[O-])cc2)Oc2cc(O)ccc21 | i | 0.28
CCCOc1ccccc1Cn1c(=O)oc2ccc(C)cc21 | i | -1
COc1ccc(-c2csc(N3CCN(C(=O)c4ccco4)CC3)n2)cc1 | i | 1
Cn1cc(CCNC(=O)C2CCC(=O)N(CCc3ccc(Cl)cc3)C2)cn1 (stereo unspecified) | i | 2.2
Cn1nccc1C(=O)N1CCN(c2ccccc2Cl)CC1 | i | 1.1
COc1ccc2sc(NC(=O)NC(=O)c3c(Cl)cccc3Cl)nc2c1 | i | 1.5
O=C(COC(=O)CCCN1C(=O)c2ccccc2C1=O)Nc1ncc(Cl)cc1Cl | i | 1.1
